E-sel inducer: E-selectin induction in HUVECs, primary screen, imaging, HUVEC, immunofluorescence imaging, single point. AID 686992, 2013. hit rate 0.37% among 260,000. normalized: neutral wells 0, TNF-alpha wells 100. activation, % at 7.58 µM. P16581;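 active = mean E-selectin-positive cell signal at least 10% of the positive control, reached in at least 60% of replicates, without over 20% cell loss; inconclusive = no rule given, readout overlaps actives, possibly toxicity-flagged; inactive = the rest, including those meeting only one limit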;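 note: in these data hits start at about 27%; measured in HUVEC primary endothelial cells; signal is the percent of cells scored E-selectin positive by PE staining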
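Material: HUVEC primary endothelial cells; Amount: 3,000 cells per well; Dosing: single concentration; Medium: EGM-2 growth medium on 0.1% gelatin-coated wells; Read-out basis: percent E-selectin-positive cells; Signal: immunofluorescence imaging; Control set: TNF-alpha, DMSO.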
SIRT5 block: SIRT5 desuccinylase inhibitors, primary screen, biochemical, fluorescence imaging, single point, set 5. hit rate 1.1% among 330,000. inhibition, % at 15 µM. AID 652115, 2013. NAD-dependent protein deacylase sirtuin-5, mitochondrial (Homo sapiens), Q9NXA8. Purified SirT5, succinyl-peptide AMC, trypsin-coupled fluorescence; in the data active = inhibition above about 15%; inconclusive = no clear call, values can overlap the other calls
Target sequence (Q9NXA8 whole entry, looked up): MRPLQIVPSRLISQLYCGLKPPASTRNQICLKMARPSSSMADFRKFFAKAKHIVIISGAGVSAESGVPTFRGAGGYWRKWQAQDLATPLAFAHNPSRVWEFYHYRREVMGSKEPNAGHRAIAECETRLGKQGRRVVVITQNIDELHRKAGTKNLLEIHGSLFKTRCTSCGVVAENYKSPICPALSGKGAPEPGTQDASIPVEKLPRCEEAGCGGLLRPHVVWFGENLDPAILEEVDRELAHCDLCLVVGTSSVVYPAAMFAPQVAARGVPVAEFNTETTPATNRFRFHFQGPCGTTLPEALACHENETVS
ERp5 block: inhibitors of ERp5-driven insulin aggregation, primary screen, biochemical, turbidity, absorbance 650 nm, single point. Protein disulfide-isomerase A6 (Homo sapiens), Q15084. 90 min. inhibition, % at 9.99 µM. hit rate 0.05% among 350,000;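 active = mean replicate inhibition above about 25%, with every replicate also reaching it, limit read from the data, passing the limit was not always enough; inconclusive = only one of those two criteria met; inactive = neither criterion met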
Target sequence (Q15084 whole entry, looked up): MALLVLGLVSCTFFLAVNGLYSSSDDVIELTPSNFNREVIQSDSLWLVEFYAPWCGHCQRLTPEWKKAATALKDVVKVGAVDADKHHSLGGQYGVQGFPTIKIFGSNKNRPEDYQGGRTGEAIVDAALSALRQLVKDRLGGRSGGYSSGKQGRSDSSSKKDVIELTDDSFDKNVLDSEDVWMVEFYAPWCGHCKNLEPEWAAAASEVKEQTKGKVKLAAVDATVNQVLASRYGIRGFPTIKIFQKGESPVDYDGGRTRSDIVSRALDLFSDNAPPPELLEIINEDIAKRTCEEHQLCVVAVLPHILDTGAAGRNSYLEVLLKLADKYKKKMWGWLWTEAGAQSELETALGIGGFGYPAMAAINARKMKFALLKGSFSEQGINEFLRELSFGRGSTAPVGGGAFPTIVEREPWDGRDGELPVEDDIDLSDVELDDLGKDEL
S100A4 inh HTS: inhibitors of S100A4-myosin IIA peptide binding, primary screen, biochemical, fluorescence polarization, TAMRA-MyoIIA peptide. Protein S100-A4 (Homo sapiens), P26447. inhibition, % at 10.7 µM. hit rate 0.14% among 360,000. AID 652163, 2013;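 active = mean inhibition of at least 70% across replicates, with every replicate also reaching that level; inconclusive = mean inhibition reaches 70% but some replicates fall short; inactive = mean inhibition below 70%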
Target sequence (P26447 whole entry, looked up): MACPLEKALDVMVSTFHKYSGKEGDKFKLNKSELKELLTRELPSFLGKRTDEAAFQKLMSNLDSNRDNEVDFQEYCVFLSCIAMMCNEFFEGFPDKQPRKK
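incubation = readout 5 min after mixing, signal stable up to 60 min | system = S100A4 monomer protein | buffer or medium = HEPES pH 7.2 with CaCl2, KCl, NaCl, DTT, Triton | benchmarks = neutral control DMSO, positive control TFP | also added = fluorescent myosin IIA peptide, 5 nM | compound dosing = one concentration per compound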
DENV2 CPE: inhibitors of DENV2 cytopathic effect, primary screen, cell-based, plate reader, single concentration. CPE inhibition, % at 9.99 µM. hit rate 1.7% among 350,000. AID 651640, 2012. DENV2-infected cells, cytopathic effect rescue; in the data active = CPE inhibition above about 20%, passing the limit was not always enough; inconclusive = no clear call, values can overlap the other calls; tested in BHK-21 cells;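 note: 0% = median of neutral control wells and 100% = median of positive control wells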
C2C12 statin: suppressors of statin myotoxicity in C2C12 myotubes, primary screen, cell-based, single point, plate reader | hit rate 0.78% among 330,000 | C2C12 myotubes + simvastatin, ATP luminescence, 48 h; scaled: DMSO 0, geranylgeraniol control 100 | rescue of ATP level, % at 7.49 µM;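 active = mean ATP rescue above about 67%, or every replicate alone reaching that limit, limit read from the data, passing the limit was not always enough; inconclusive = no clear call, values can overlap the other calls; inactive = mean under the limit and some replicate under it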;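 note: myotubes were challenged with 10 µM simvastatin during compound exposure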
PglD inh: C. jejuni PglD acetyltransferase inhibitors, primary screen, biochemical, DTNB colorimetric, single point | AID 602405, 2012 | hit rate 0.098% among 360,000 | purified PglD enzyme, DTNB colorimetric CoA detection | inhibition, % at 12.5 µM; in the data active = inhibition above about 16%, passing the limit was not always enough; inconclusive = no clear call, values can overlap the other calls; note: strong numbers were not always called active
* = called active by the depositor; ? = inconclusive; · = no result given; & = joins results of further samples. An excerpt; count on the stated rates, not on these rows.

Every second line gives: C2C12 statin	DENV2 CPE	E-sel inducer	PglD inh	SIRT5 block	ERp5 block	S100A4 inh HTS
- CCCCN(C)C(=O)c1nc2ccccn2c1CN1CCC[C@H]1CO
 : -2.7	1.3	0.2	2.3	-4.3	2.0	4.6
- Cc1cccc(C(=O)NC2CCN(C(=O)Nc3ccc(F)cc3)CC2)c1
 : -1.4	2.7	0.3	2.4	-5.3	-1.8	-7.0
- CNc1ccc(/C=C/C(=O)c2cccc3ccccc23)cc1[N+](=O)[O-]
 : ·	14.4	-0.2	·	-3.1	-3.2	1.2
- O=C(Nc1cccc2c1CCCC2)c1cc(C2CCCCN2C(=O)OCCF)on1 (centres undefined)
 : 17.5	-5.5	0.1	0.3	4.6	8.0	-11.7
- CC1C(=O)N2CCCc3cc(S(=O)(=O)N4CCN(c5ccccc5F)CC4)cc1c32 (centres undefined)
 : 3.2	-1.5	·	-1.2	-1.4	-5.5	4.0
- COc1ccc(-c2ccc3c(c2)[C@@H]2[C@@H](CCN2S(=O)(=O)c2ccccc2F)[C@@H](CO)N3C)cc1
 : 0.0	-0.7	-0.8	-0.7	0.9	6.4	-1.6
- O=C(Nc1ccc(F)cc1)N[C@@H]1CC[C@H](CCn2cc(-c3ccccc3F)nn2)O[C@@H]1CO
 : -1.4	19.0	-0.3	-3.7	-3.3	0.5	11.6
- CC(=O)Nc1ccc(S(=O)(=O)N(C)CC(=O)NC2CCCCCCC2)cc1
 : -4.0	?	·	-0.3	-6.8	-9.2	-23.2
- CN1CCN(c2ccc(NC(=O)c3ccc(-c4cccc([N+](=O)[O-])c4)o3)cc2)CC1
 : ·	1.1	·	·	-1.5	2.0	37.6
- COc1ccc(CN(C)C[C@@H]2OCCCC[C@@H](C)Oc3ccc(NS(=O)(=O)c4ccccc4)cc3C(=O)N([C@@H](C)CO)C[C@@H]2C)cc1
 : ·	-2.3	-0.1	1.9	2.7	-4.5	4.7
- C[C@@H]1CN([C@@H](C)CO)C(=O)c2cc(NS(C)(=O)=O)ccc2O[C@@H](C)CCCCO[C@H]1CN(C)S(=O)(=O)c1cccs1
 : -16.1	-1.9	0.1	2.6	-1.3	-15.6	1.6
- O=C(COc1ccccc1)NNC(=O)c1cccs1
 : 2.7	·	·	-4.7	1.8	4.2	-1.4
- Cc1cc(C)nc(N/N=C/c2ccccc2OCc2ccc(Br)cc2)n1
 : ·	16.8	·	-5.7	-3.5	0.4	-2.7
- CC(C)(C)OC(=O)NCCCC[C@@H](C(=O)N1CCN(C(=O)OC(C)(C)C)CC1)n1cc(C(CO)NC(=O)OC(C)(C)C)nn1 (some centres undefined)
 : 18.5	-3.9	-0.1	-6.9	-4.6	-0.9	1.7
- Cc1cccc(Oc2coc3cc(OC(=O)c4cncc(Br)c4)ccc3c2=O)c1
 : ·	-3.1	·	1.7	-1.1	-6.2	-2.9&15.7
- O=C1C2C3C=CC(C4CC34)C2C(=O)N1/N=C/c1ccc(-c2ccc([N+](=O)[O-])cc2)o1 (centres undefined)
 : ·	6.2	1.0	-5.2	1.2	-0.2	-1.2&0.5
- COc1ccc(N2C(=S)NC3N2C(=S)NC3(C)c2ccccc2)cc1 (centres undefined)
 : ·	-2.2	?	·	-2.6	0.6	2.1
- COc1cccc(C(=O)NCC2CCN(C(=O)C(=O)c3cc4ccccc4o3)CC2)c1
 : ·	16.5	0.3	·	·	-4.0	3.7
- CC(C)(OC(=O)NC(=O)C(F)(F)F)C(C)(C)OC(=O)NC(=O)C(F)(F)F
 : ·	·	·	·	-3.7	3.2	-2.4
- CCCCC(OC(=O)c1cc2occc2n1C)C(=O)NCC1CCCO1 (centres undefined)
 : 5.8	?	·	-0.4	-2.9	7.8	-2.4

Reformatted with tabs: 8 of the compounds above.
mol	C2C12 statin	DENV2 CPE	E-sel inducer	PglD inh	SIRT5 block	ERp5 block	S100A4 inh HTS
Cc1cccc(C(=O)NC2CCN(C(=O)Nc3ccc(F)cc3)CC2)c1	-1.4	2.7	0.3	2.4	-5.3	-1.8	-7.0
CNc1ccc(/C=C/C(=O)c2cccc3ccccc23)cc1[N+](=O)[O-]	·	14.4	-0.2	·	-3.1	-3.2	1.2
O=C(Nc1cccc2c1CCCC2)c1cc(C2CCCCN2C(=O)OCCF)on1 (centres undefined)	17.5	-5.5	0.1	0.3	4.6	8.0	-11.7
CC1C(=O)N2CCCc3cc(S(=O)(=O)N4CCN(c5ccccc5F)CC4)cc1c32 (centres undefined)	3.2	-1.5	·	-1.2	-1.4	-5.5	4.0
COc1ccc(-c2ccc3c(c2)[C@@H]2[C@@H](CCN2S(=O)(=O)c2ccccc2F)[C@@H](CO)N3C)cc1	0.0	-0.7	-0.8	-0.7	0.9	6.4	-1.6
O=C(Nc1ccc(F)cc1)N[C@@H]1CC[C@H](CCn2cc(-c3ccccc3F)nn2)O[C@@H]1CO	-1.4	19.0	-0.3	-3.7	-3.3	0.5	11.6
CC(=O)Nc1ccc(S(=O)(=O)N(C)CC(=O)NC2CCCCCCC2)cc1	-4.0	?	·	-0.3	-6.8	-9.2	-23.2
CN1CCN(c2ccc(NC(=O)c3ccc(-c4cccc([N+](=O)[O-])c4)o3)cc2)CC1	·	1.1	·	·	-1.5	2.0	37.6

(cont.)
Every second line gives: C2C12 statin	DENV2 CPE	E-sel inducer	PglD inh	SIRT5 block	ERp5 block	S100A4 inh HTS
- COc1cnc(-c2ccccc2)[nH]c1=O
 : -6.0	·	·	-3.4	-6.2	-0.1	0.8
- O=C(Nc1ccccc1F)N[C@@H]1CC[C@@H](CCNS(=O)(=O)c2ccccc2)O[C@@H]1CO
 : 0.7	1.5	-0.4	-2.6	-2.2	-4.5	-6.6
- CCOc1ccc(CCNC(=O)C2CC(=O)N(CCc3ccc(OC)c(OC)c3)C2)cc1OCC (centres undefined)
 : -4.4	-4.2	·	-3.6	-2.7	1.3	-5.8
- Cn1c(=O)[nH]c(=O)c2c1nc(SCC(=O)O)n2Cc1ccccc1
 : -9.9	18.2	·	5.5	-1.8	2.3	-2.7
- CC(O)CNc1ncnc2nc[nH]c12 (centres undefined)
 : -10.4	·	0.2	-2.2	·	·	·
- Cc1cccc(C)c1NC(=O)Cn1nnnc1N
 : 5.4	3.5	2.3	1.4	-4.4	1.8	7.6
- CCCC(=O)N1CCCC1(C)C(=O)NCc1c(F)ccc(C)c1F (centres undefined)
 : 22.5	-4.3	-0.2	4.4	·	2.2	-1.6
- O=C(Nc1ccc(F)c(Cl)c1)c1cc(C2CCCN(C(=O)C3CC3)C2)on1 (centres undefined)
 : -1.9	-6.0	0.7	0.1	·	3.0	7.9
- COc1ccc(/C(N)=N/OC(=O)CCc2ccccc2)cc1OC
 : ·	3.4	·	·	-2.6	3.8	8.9
- CCCNC(=O)N1C[C@H](O)COC[C@H]2O[C@H](CC(=O)NCc3ccc(Cl)c(Cl)c3)CC[C@@H]21
 : -11.4	-0.5	0.0	2.3	1.4	-0.1	-5.6
- Cc1ccc(S(=O)(=O)N[C@H]2CC[C@@H](CC(=O)N3CCc4ccccc4C3)O[C@H]2CO)cc1
 : 0.6	-3.3	0.1	7.1	-2.8	-2.6	4.0
- COC(CNC(=O)CCc1c(C)nc2c(c(C)nn2-c2ccc(C)cc2)c1C)OC
 : -11.5	2.8	-0.1	-1.4	-6.6	3.2	-0.9
- COc1ccc(CN2CCN(Cc3ccc(C(F)(F)F)cc3)CC2)cc1
 : -11.2	13.4	·	2.4	-2.4	-0.5	-7.8
- CC(C)CCN1C(=O)c2ccccc2C1c1nnnn1C(C)C (centres undefined)
 : ·	-3.5	?	·	-1.5	6.7	9.1
- Cc1cccc(C)c1NC(=O)CSc1ncnc2[nH]ncc12
 : ·	?	0.4	·	-4.3	-5.8	-4.6
- Cc1ccc2sc(N3CCN(CCNC(=O)c4ccco4)CC3)nc2c1C
 : 18.2	-4.9	-0.3	2.0	-4.2	1.6	-18.0
- CCN1C(=O)[C@H]2[C@@H](c3ccc(-c4ccc5c(c4)OCO5)cc3)N3CCC[C@@]3(C(=O)OC)[C@H]2C1=O
 : -22.7	-10.0	-0.1	5.4	-5.6	-3.8	2.3
- Cc1cc(C(=O)COC(=O)COc2ccc(C#N)cc2)c(C)n1C1CC1
 : 10.6	10.3	-0.9	-3.2	-2.3	2.4	-2.1
- C[C@H](CO)N1C[C@H](C)[C@H](CN(C)Cc2ccc(C(F)(F)F)cc2)Oc2ccc(NC(=O)c3ccncc3)cc2C1=O
 : 3.8	-1.6	-6.0	-2.4	0.1	1.8	7.2
- C[C@H]1CN([C@@H](C)CO)C(=O)c2cc(C3=CCCC3)cnc2O[C@@H]1CN(C)Cc1ccc(C(=O)O)cc1
 : 28.6	3.2	-0.4	-2.9	-1.0	-1.2	5.1
- COc1cc(/C=N/NC(=O)CSc2nc3ccccc3n2C)cc(OC)c1OC
 : ·	-0.7	-0.2	·	0.6	-4.5	-1.0
- COc1ccccc1OCC(=O)NCCS(=O)(=O)N1CCN(c2ccc(F)cc2)CC1
 : -35.2	8.2	·	3.1	-5.8	9.0	-2.1
- CCC1CCCCN1CCCNC(=O)c1ccc(/C=C2/Sc3ccccc3NC2=O)cc1 (centres undefined)
 : -32.7	1.9	-0.2	0.5	-0.5	0.1	3.1
- Nc1nc(SCC(=O)c2ccc(F)cc2)n[nH]1
 : 1.4	-2.1	·	-7.5	-1.5	0.2	-1.9
- CCN(CC)S(=O)(=O)c1cc(NS(=O)(=O)c2cccs2)ccc1C
 : 4.9	-5.7	-0.2	7.3	·	3.1	-3.7
- COc1ccccc1N1CCN(C(=O)c2[nH]c(C(F)(F)F)nc2-c2ccccc2)CC1
 : -58.3	-11.3	4.7	-2.9	-4.8	0.8	-1.4
- CCCCCCCCN1C(=O)[C@@H](CC(=O)NCc2cccc3ccccc23)C[C@@]2(C(=O)OC)C1=C[C@H](C(C)(C)C)O[C@@H]2C
 : ·	1.0	0.4	·	·	-7.5	1.3
- CCc1ccc(Nc2nnc(SCC(=O)N(C)CC(=O)Nc3ccccc3CC)s2)cc1
 : ·	0.6	·	·	-1.2	6.7	-5.2
- COc1ccc(C(=O)NNC(=S)NC(=O)c2cccnc2)cc1
 : ·	-0.4	-2.2	·	1.8	-5.4	0.5
- NC(=O)COc1ccc(NC(=O)CC23CC4CC(CC(C4)C2)C3)cc1
 : -33.0	?	·	0.7	-1.1	0.9	-4.6
- O=C(O)c1ccc([N+](=O)[O-])c(CS(=O)(=O)c2ccccc2)c1
 : 3.1	-9.9	-0.1	10.1	3.5	-0.6	-3.1
- CC(=O)N(C)C[C@@H]1Oc2cc(-c3cccc(F)c3)ccc2S(=O)(=O)N([C@H](C)CO)C[C@H]1C
 : 6.3	5.8	0.2	-2.8	-1.1	-0.8	-20.8
- Cc1c(C(=O)NCc2ccccc2C(F)(F)F)sc(=O)n1Cc1ccc(F)cc1
 : 4.9	-2.9	·	3.5	·	-6.9	0.4
- C[C@@H]1CN([C@@H](C)CO)C(=O)c2cc(Br)cnc2O[C@H]1CN(C)C(=O)Cc1cccnc1
 : -1.7&1.5	4.0&4.6	-0.1&0.3	-2.9&-2.2	-1.7&-2.1	6.7&-4.6	-5.7&-5.9
- C[C@@H]1CN([C@H](C)CO)C(=O)c2cccc(NC(=O)C3CCOCC3)c2O[C@H]1CN(C)S(C)(=O)=O
 : -13.7	10.7	-15.2	2.7	-3.9	6.9	-1.1
